CYP2C19 activ: human CYP2C19 activators, primary screen, biochemical, luminescence | recombinant CYP2C19, luciferin-H EGE luminescence; active compounds read high; 0 = fully inhibited enzyme, 1 = untreated enzyme | activation factor at 5 µM | 96,000 tested, under 10 active;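 active = activation factor of at least 2 at 5 µM in the primary screen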;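 note: 0 = wells with 2.5 mM tranylcypromine and 1 = vehicle-only wells; values of inactives mirror those of a sister screen read the other way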
PLAP act: PLAP enzyme activators, biochemical, luminescence, HTS | activation fold at 20 µM | purified PLAP enzyme, luminescent substrate read-out; active compounds read high | hit rate 1.2% among 96,000 | AID 696, 2007 | Alkaline phosphatase, placental type (Homo sapiens), P05187; in the data active = activation fold above about 2
Target sequence (P05187 whole entry, looked up): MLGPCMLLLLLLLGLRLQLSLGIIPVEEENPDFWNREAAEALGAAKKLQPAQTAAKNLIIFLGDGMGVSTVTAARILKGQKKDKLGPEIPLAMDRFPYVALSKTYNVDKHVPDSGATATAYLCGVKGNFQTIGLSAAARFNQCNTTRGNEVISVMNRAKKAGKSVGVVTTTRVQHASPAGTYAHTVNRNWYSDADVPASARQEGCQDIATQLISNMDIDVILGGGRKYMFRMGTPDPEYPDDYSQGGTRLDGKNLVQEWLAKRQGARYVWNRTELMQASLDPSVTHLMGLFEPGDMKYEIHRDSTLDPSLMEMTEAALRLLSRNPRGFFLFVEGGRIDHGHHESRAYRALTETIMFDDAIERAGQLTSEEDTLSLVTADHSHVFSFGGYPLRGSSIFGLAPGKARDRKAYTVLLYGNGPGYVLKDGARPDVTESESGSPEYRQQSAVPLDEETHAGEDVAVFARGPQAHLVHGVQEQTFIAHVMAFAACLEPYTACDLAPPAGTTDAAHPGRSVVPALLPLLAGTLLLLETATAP
Pyk2 oligo antag: antagonists of Pyk2 self-association, primary screen, Q293 cells, FERM NanoBiT luminescence, HTS; Protein-tyrosine kinase 2-beta (Homo sapiens), Q14289; active compounds read low; z-score (the deposit names both 25 µM and 10 µM); hit rate 0.83% among 99,000; AID 1347419, 2020;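 active = Z-score of -3 or lower, scaled per plate to the spread of control and sample wells; inactive = z-score above -3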;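 note: negative z-score means lost luminescence so less FERM oligomerization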
CYP2C9 inhib: blockers of cytochrome P450 2C9 activity – biochemical, luminescence, ADME assay, primary screen; hit rate 20% among 96,000; inhibition, % at 5 µM; P11712; CYP2C9 Supersomes, luciferin-H conversion; AID 777, 2007;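 active = blocking of liver enzyme CYP2C9 beyond about 50% at 5 µM, limit read from the data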; note: values of inactives mirror those of a sister screen read the other way
Target sequence (P11712 whole entry, looked up): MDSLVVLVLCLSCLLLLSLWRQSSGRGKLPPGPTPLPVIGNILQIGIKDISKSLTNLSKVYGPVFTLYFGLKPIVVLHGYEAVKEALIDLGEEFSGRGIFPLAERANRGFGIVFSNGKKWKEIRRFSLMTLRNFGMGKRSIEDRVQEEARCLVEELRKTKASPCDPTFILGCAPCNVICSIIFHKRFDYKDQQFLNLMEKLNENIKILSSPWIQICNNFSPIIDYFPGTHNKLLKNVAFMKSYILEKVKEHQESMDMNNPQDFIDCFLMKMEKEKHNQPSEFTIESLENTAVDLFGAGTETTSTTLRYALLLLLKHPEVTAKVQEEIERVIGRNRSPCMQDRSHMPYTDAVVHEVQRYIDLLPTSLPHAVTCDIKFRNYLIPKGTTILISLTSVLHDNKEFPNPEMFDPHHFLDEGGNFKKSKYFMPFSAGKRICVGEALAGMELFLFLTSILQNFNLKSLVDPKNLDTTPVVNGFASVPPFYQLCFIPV
MT1-MMP txn act: MT1-MMP promoter reporter activation – cell-based, luciferase luminescence, primary screen; HT1080 MT1-MMP promoter luciferase reporter, overnight; active compounds read high; activation factor at 10 µM; hit rate 0.16% among 86,000; AID 750, 2007;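 active = activation factor of at least 2 for MT1-MMP transcription at 10 µM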
Mac1 fbg enh: enhancers of CD11b/CD18 adhesion to fibrinogen, primary screen, K562 cells, luminescence; AID 1499, 2009; ATPlite luminescence; hit rate 0.07% among 93,000; Integrin beta-2 (Homo sapiens) + Integrin alpha-M (Homo sapiens), P05107+P11215; activation, % at 10 µM;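 active = 10 µM primary screen giving 50% or more activity, confirmed by 40% or more on retest at that dose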; note: strong numbers were not always called active; reference of the scale not given here
CYP2C19 inhib: blockers of cytochrome P450 2C19 activity – biochemical, luminescence, ADME assay, primary screen; CYP2C19 Supersomes, luciferin-H EGE luminescence, 30 min; inhibition, % at 5 µM; P33261; AID 778, 2007; hit rate 21% among 96,000;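 active = CYP2C19 inhibition above a set limit at 5 µM in the primary screen, cut at about 50% in these data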;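 note: plate controls were negative control wells for no effect and 2.5 mM tranylcypromine positive control for full effect; values of inactives mirror those of a sister screen read the other way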
CYP2C9 act: human CYP2C9 activators, primary screen, biochemical, luminescence | Cytochrome P450 2C9 (Homo sapiens), P11712 | recombinant CYP2C9, luciferin-H conversion; active compounds read high; factor 1 = untreated enzyme, 0 = blocked | activation factor at 5 µM | hit rate 1.4% among 96,000;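 active = activation factor of 2 or more for CYP2C9 at a 5 µM dose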;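 note: 0 = sulfaphenazole-blocked wells and 1 = vehicle-only wells; values of inactives mirror those of a sister screen read the other way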
Mac1 fbg inh: inhibitors of CD11b/CD18 adhesion to fibrinogen, primary screen, K562 cells, luminescence; Integrin beta-2 (Homo sapiens) + Integrin alpha-M (Homo sapiens), P05107+P11215; ATPlite luminescence; Mn2+ added to activate the integrin; inhibition, % at 10 µM; hit rate 0.54% among 93,000;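 active = primary inhibition of 50% or more at 10 µM, then 40% or more on retest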; note: some results filed as inactive read as strong as hits
* marks the source's active call; other numbers are inactive results. Rows were taken by chance, and some 31% of all compounds hit somewhere here.

How did OC(CN1CCN(c2ccccc2)CC1)c1ccc2c(c1)CCN2 (centres undefined) do in these assays?
CYP2C19 activ: 0.9; PLAP act: 1.2; CYP2C9 inhib: -15; MT1-MMP txn act: 1.2; Mac1 fbg enh: -4; CYP2C19 inhib: 10; CYP2C9 act: 1.1; Mac1 fbg inh: 8

What do the screens show for `Cc1cc(C)c(S(=O)(=O)N2CCC(C(N)=O)CC2)cc1C`?
CYP2C19 activ: 0.6; PLAP act: 0.9; Pyk2 oligo antag: 0.59; CYP2C9 inhib: -133; MT1-MMP txn act: 1.1; Mac1 fbg enh: 0; CYP2C19 inhib: 38; CYP2C9 act: 2.3*; Mac1 fbg inh: -51

Results for COc1ccc(C2C(C(C)=O)=C(O)C(=O)N2C)c(OC)c1 (centres undefined) ?
CYP2C19 activ: 1; PLAP act: 1; Pyk2 oligo antag: 0.09; CYP2C9 inhib: -2; MT1-MMP txn act: 1.1; Mac1 fbg enh: -3; CYP2C19 inhib: -4; CYP2C9 act: 1; Mac1 fbg inh: 11

What do the screens show for `O=C(NC1CCCCC1)C(c1ccco1)N(Cc1cccnc1)C(=O)C1COc2ccccc2O1` (centres undefined)?
CYP2C19 activ: 0.2; PLAP act: 1.4; Pyk2 oligo antag: 0.15; CYP2C9 inhib: 76*; MT1-MMP txn act: 1.1; Mac1 fbg enh: 0; CYP2C19 inhib: 84*; CYP2C9 act: 0.2; Mac1 fbg inh: -16

Results for C=C(C)CSc1nc2ncc(Cl)cc2[nH]1 ?
CYP2C19 activ: 1; PLAP act: 0.9; Pyk2 oligo antag: -0.86; CYP2C9 inhib: 38; MT1-MMP txn act: 1.2; Mac1 fbg enh: 0; CYP2C19 inhib: 4; CYP2C9 act: 0.6; Mac1 fbg inh: 2

Results for Cc1cc(N)ccc1NC(=O)c1ccccc1 ?
CYP2C19 activ: 1; PLAP act: 1.2; Pyk2 oligo antag: 0.09; CYP2C9 inhib: -6; MT1-MMP txn act: 0.9; CYP2C19 inhib: 0; CYP2C9 act: 1.1

How did Cn1c(=O)[nH]c(=O)c2c1nc1n2CCCN1CCc1ccccc1 do in these assays?
CYP2C19 activ: 0.7; PLAP act: 1; Pyk2 oligo antag: 0.71; CYP2C9 inhib: -1; MT1-MMP txn act: 1.2; Mac1 fbg enh: -2; CYP2C19 inhib: 27; CYP2C9 act: 1; Mac1 fbg inh: 2

Results for CCOC(=O)c1ccccc1NC(=O)c1cccc(F)c1 ?
CYP2C19 activ: 0.8; PLAP act: 0.9; Pyk2 oligo antag: -0.6; CYP2C9 inhib: -11; MT1-MMP txn act: 1; Mac1 fbg enh: -2; CYP2C19 inhib: 19; CYP2C9 act: 1.1; Mac1 fbg inh: 0

What do the screens show for `CCCCn1c(C)nc2c(=O)n(C)c(=O)[nH]c21`?
CYP2C19 activ: 1.1; PLAP act: 1; Pyk2 oligo antag: 0.07; CYP2C9 inhib: -2; MT1-MMP txn act: 1.1; Mac1 fbg enh: -4; CYP2C19 inhib: -6; CYP2C9 act: 1; Mac1 fbg inh: 4

What do the screens show for `Cn1c(=O)c2c(nc(N3CCCCC3)n2CCCNC2=NCCCC2)n(C)c1=O`?
CYP2C19 activ: 1; PLAP act: 0.8; Pyk2 oligo antag: 0.03; CYP2C9 inhib: -4; MT1-MMP txn act: 1; CYP2C19 inhib: 3; CYP2C9 act: 1

Results for Cc1cc(C(=O)OCC(=O)Nc2ccccc2F)c(C)o1 ?
CYP2C19 activ: 0.5; PLAP act: 0.8; Pyk2 oligo antag: 0.61; CYP2C9 inhib: 19; MT1-MMP txn act: 1.4; CYP2C19 inhib: 49; CYP2C9 act: 0.8

What do the screens show for `Nn1c(SCC(=O)Nc2ccc(F)c(F)c2)nnc1C1CCCCC1`?
CYP2C19 activ: 0.8; PLAP act: 1; Pyk2 oligo antag: -0.84; CYP2C9 inhib: 30; MT1-MMP txn act: 1.2; Mac1 fbg enh: -4; CYP2C19 inhib: 23; CYP2C9 act: 0.7; Mac1 fbg inh: -8

What do the screens show for `Cc1c(Cl)cccc1-n1ccnc1SCC(=O)O`?
CYP2C19 activ: 0.9; PLAP act: 1.3; Pyk2 oligo antag: 0.58; CYP2C9 inhib: 67*; MT1-MMP txn act: 1.2; Mac1 fbg enh: 7; CYP2C19 inhib: 7; CYP2C9 act: 0.3; Mac1 fbg inh: -22

Results for COc1cccc(C2CC(c3ccccc3Cl)n3nnnc3N2)c1 (centres undefined) ?
CYP2C19 activ: 0; PLAP act: 1.1; Pyk2 oligo antag: -1; CYP2C9 inhib: 89*; MT1-MMP txn act: 0.9; Mac1 fbg enh: 0; CYP2C19 inhib: 100*; CYP2C9 act: 0.1; Mac1 fbg inh: 12

Results for O=C1CCCc2c1cc(C(=O)NCc1ccco1)c(=O)n2-c1ccc(Cl)cc1 ?
CYP2C19 activ: 0.2; PLAP act: 1.3; Pyk2 oligo antag: 0.18; CYP2C9 inhib: -3; MT1-MMP txn act: 1.1; Mac1 fbg enh: 6; CYP2C19 inhib: 84*; CYP2C9 act: 1; Mac1 fbg inh: 10

Results for Cc1cccc(Cn2cnc3c(nnn3Cc3ccccc3F)c2=O)c1 ?
CYP2C19 activ: 0.5; PLAP act: 0.9; Pyk2 oligo antag: -0.79; CYP2C9 inhib: -183; MT1-MMP txn act: 1; Mac1 fbg enh: -3; CYP2C19 inhib: 52*; CYP2C9 act: 2.8*; Mac1 fbg inh: -15

How did CCOc1cc(C2CC(=O)c3c(ccc4ccccc34)N2)ccc1O (centres undefined) do in these assays?
CYP2C19 activ: 0.8; PLAP act: 1.2; Pyk2 oligo antag: -1.6; CYP2C9 inhib: 65*; Mac1 fbg enh: 2; CYP2C19 inhib: 24; CYP2C9 act: 0.3; Mac1 fbg inh: 7

What do the screens show for `COc1cc(C(=O)CSc2nnc(-c3ccc(O)cc3)n2CC2CCCO2)ccc1NC(C)=O` (centres undefined)?
CYP2C19 activ: 1; PLAP act: 1; Pyk2 oligo antag: -0.77; CYP2C9 inhib: 13; MT1-MMP txn act: 1.1; Mac1 fbg enh: -2; CYP2C19 inhib: 2; CYP2C9 act: 0.9; Mac1 fbg inh: -10

How did CCc1nnc(NC(=O)CSc2nnc(-c3ccoc3C)n2CC(C)C)s1 do in these assays?
CYP2C19 activ: 0.1; PLAP act: 1.5; Pyk2 oligo antag: -1.5; CYP2C9 inhib: 88*; MT1-MMP txn act: 1.1; Mac1 fbg enh: 0; CYP2C19 inhib: 88*; CYP2C9 act: 0.1; Mac1 fbg inh: 16

How did O=C1CCc2cc(S(=O)(=O)NC(C(=O)NCc3cccnc3)c3ccccc3)ccc2N1 (centres undefined) do in these assays?
CYP2C19 activ: 1.1; PLAP act: 0.9; CYP2C9 inhib: 1; MT1-MMP txn act: 1.1; Mac1 fbg enh: -2; CYP2C19 inhib: -10; CYP2C9 act: 1; Mac1 fbg inh: -4

Random excerpt: 2 entries already listed
What do the screens show for `Nn1c(SCC(=O)Nc2ccc(F)c(F)c2)nnc1C1CCCCC1`?
CYP2C19 activ: 0.8; PLAP act: 1; Pyk2 oligo antag: -0.84; CYP2C9 inhib: 30; MT1-MMP txn act: 1.2; Mac1 fbg enh: -4; CYP2C19 inhib: 23; CYP2C9 act: 0.7; Mac1 fbg inh: -8

How did O=C1CCc2cc(S(=O)(=O)NC(C(=O)NCc3cccnc3)c3ccccc3)ccc2N1 (centres undefined) do in these assays?
CYP2C19 activ: 1.1; PLAP act: 0.9; CYP2C9 inhib: 1; MT1-MMP txn act: 1.1; Mac1 fbg enh: -2; CYP2C19 inhib: -10; CYP2C9 act: 1; Mac1 fbg inh: -4

The results go on.
How did Cc1[nH]c(=O)[nH]c(=O)c1S(=O)(=O)NCC12CC3CC(CC(C3)C1)C2 do in these assays?
CYP2C19 activ: 1; PLAP act: 0.8; Pyk2 oligo antag: 0.2; CYP2C9 inhib: -2; MT1-MMP txn act: 1.2; Mac1 fbg enh: 2; CYP2C19 inhib: -4; CYP2C9 act: 1; Mac1 fbg inh: -17

How did CCOC(=O)CC(=O)CSc1nc2sc(C)cc2c(=O)n1Cc1ccco1 do in these assays?
CYP2C19 activ: 0.9; PLAP act: 0.9; Pyk2 oligo antag: 0.22; CYP2C9 inhib: 43; MT1-MMP txn act: 1.1; Mac1 fbg enh: 2; CYP2C19 inhib: 12; CYP2C9 act: 0.6; Mac1 fbg inh: -8

What do the screens show for `CCc1ccc(N2C(=O)C3ON(c4ccccc4)C(c4ccco4)C3C2=O)cc1` (centres undefined)?
CYP2C19 activ: 0.9; PLAP act: 1.1; Pyk2 oligo antag: -0.04; CYP2C9 inhib: 31; MT1-MMP txn act: 1.3; Mac1 fbg enh: -5; CYP2C19 inhib: 8; CYP2C9 act: 0.7; Mac1 fbg inh: 5

What do the screens show for `COCc1[nH]nc2c1C(C1C=CCCC1)C(C#N)=C(N)O2` (centres undefined)?
CYP2C19 activ: 0.8; PLAP act: 0.9; Pyk2 oligo antag: 0.41; CYP2C9 inhib: 17; MT1-MMP txn act: 1.1; Mac1 fbg enh: 0; CYP2C19 inhib: 17; CYP2C9 act: 0.8; Mac1 fbg inh: -2

What do the screens show for `Cc1ccc(-n2nnnc2SCC(=O)Nc2ccc3c(c2)COC3=O)cc1C`?
CYP2C19 activ: 0.8; PLAP act: 0.7; Pyk2 oligo antag: 1.1; CYP2C9 inhib: -3; MT1-MMP txn act: 1.1; Mac1 fbg enh: 71; CYP2C19 inhib: 20; CYP2C9 act: 1; Mac1 fbg inh: 13

Results for CN(C)C(=O)Cn1c(SCC(=O)N2CCCc3ccccc32)nc2ccccc21 ?
CYP2C19 activ: 1; PLAP act: 1; Pyk2 oligo antag: -0.18; CYP2C9 inhib: 0; MT1-MMP txn act: 1.1; Mac1 fbg enh: 2; CYP2C19 inhib: 3; CYP2C9 act: 1; Mac1 fbg inh: 0

How did COc1cccc(NC(=O)Cc2c(C(=O)O)[nH]c3ccccc23)c1 do in these assays?
CYP2C19 activ: 0.9; PLAP act: 1.2; Pyk2 oligo antag: -0.07; CYP2C9 inhib: 14; CYP2C19 inhib: 14; CYP2C9 act: 0.9

How did O=C1c2ccccc2C(=O)N1CC#CCN1CCN(C2CCCCC2)CC1 do in these assays?
CYP2C19 activ: 0.9; PLAP act: 1.5; Pyk2 oligo antag: 0.87; CYP2C9 inhib: -2; MT1-MMP txn act: 1.3; Mac1 fbg enh: 6; CYP2C19 inhib: 9; CYP2C9 act: 1; Mac1 fbg inh: -7

What do the screens show for `NS(=O)(=O)c1ccc(NCc2c(F)cccc2Cl)cc1`?
CYP2C19 activ: 0.7; PLAP act: 0.8; Pyk2 oligo antag: 0.05; CYP2C9 inhib: 8; MT1-MMP txn act: 1.1; Mac1 fbg enh: -5; CYP2C19 inhib: 34; CYP2C9 act: 0.9; Mac1 fbg inh: -2

What do the screens show for `CCn1cc(C(=O)N2CCCC2)c(=O)c2cc(S(=O)(=O)N3CCOCC3)ccc21`?
CYP2C19 activ: 1.1; PLAP act: 1.2; Pyk2 oligo antag: 0.07; CYP2C9 inhib: 4; MT1-MMP txn act: 1; Mac1 fbg enh: -1; CYP2C19 inhib: -11; CYP2C9 act: 1; Mac1 fbg inh: -2

What do the screens show for `Cc1cccc(N2CCN(C(=O)CCn3c(=S)[nH]c4cc5c(cc4c3=O)OCO5)CC2C)c1` (centres undefined)?
CYP2C19 activ: 0.5; PLAP act: 1.3; Pyk2 oligo antag: -0.98; CYP2C9 inhib: 53*; MT1-MMP txn act: 1.1; Mac1 fbg enh: 1; CYP2C19 inhib: 48; CYP2C9 act: 0.5; Mac1 fbg inh: 5
